Bioassay records deposited in PubChem BioAssay by The Scripps Research Institute Molecular Screening Center.
M5 ag: CHRM5 agonism in calcium assay; CHO-K1 hM5 cells, Fluo-8 calcium fluorescence; 0% DMSO wells, 100% maximal acetylcholine response; activation, % at 3 µM; actives 0.19% (n = 360,000); AID 624037;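 active means activation above the run's mean over test compounds plus 3 SD, cut at about 23% in these data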;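 further: signal is peak over basal fluorescence ratio across the kinetic read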
Target sequence (P08912 whole entry, looked up): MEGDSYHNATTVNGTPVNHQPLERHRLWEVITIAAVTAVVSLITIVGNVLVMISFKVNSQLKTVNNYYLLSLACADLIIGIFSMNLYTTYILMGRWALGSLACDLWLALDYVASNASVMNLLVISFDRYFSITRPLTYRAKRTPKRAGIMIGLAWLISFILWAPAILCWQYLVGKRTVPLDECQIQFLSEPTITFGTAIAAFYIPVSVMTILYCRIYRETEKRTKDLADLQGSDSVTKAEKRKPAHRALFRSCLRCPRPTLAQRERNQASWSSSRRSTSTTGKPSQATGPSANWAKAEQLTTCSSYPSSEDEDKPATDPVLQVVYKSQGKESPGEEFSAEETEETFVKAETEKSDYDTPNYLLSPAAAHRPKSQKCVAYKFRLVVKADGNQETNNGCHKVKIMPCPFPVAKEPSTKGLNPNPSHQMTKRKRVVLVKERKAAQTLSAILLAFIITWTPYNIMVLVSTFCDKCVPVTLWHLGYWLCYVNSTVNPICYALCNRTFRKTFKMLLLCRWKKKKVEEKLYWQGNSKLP
M4 antag: antagonists of human muscarinic M4 receptor (CHRM4); CHO-hM4 cells, ACh EC80, Fluo-8 calcium fluorescence; inhibition, % at 3 µM; actives 0.73% (n = 360,000); AID 624125;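 active means inhibition above its plate's cutoff, the mean inhibition of sample wells plus 3 SD, cut at about 27% in these data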;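 further: 0% = acetylcholine EC80 with DMSO and 100% = DMSO without agonist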
M5 PAM: CHRM5 positive allosteric modulation; actives 0.3% (n = 360,000); AID 624038; CHO-K1 hM5, Fluo-8 calcium, ACh EC20 PAM; 0% = ACh EC20, 100% = ACh EC100; activation, % at 3 µM;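 active means activation above the run cutoff, the mean activation of all test compounds plus 3 SD, cut at about 18% in these data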
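system = human M5 receptor in CHO-K1 cells | compound = one concentration, 3 µM final (nominal) | schedule = Post-acetylcholine fluorescence recording 140 s | signal = Fluo-8 calcium dye fluorescence, kinetic read | benchmarks = low control EC20 acetylcholine (0%), high control EC100 acetylcholine (100%) | repeats = singlicate, one well per test compound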
TAAR1 agonist: human TAAR1 agonism; Q96RJ0; CHO RD-HGA16 TAAR1, Fluo-8 calcium fluorescence; vehicle wells 0%, saturating PEA agonist 100%; activation, % at 3 µM; actives 0.99% (n = 360,000); AID 624467;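 active means activation above the mean activation of all test compounds in the run plus 3 SD, cut at about 38% in these data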
Target sequence (Q96RJ0 whole entry, looked up): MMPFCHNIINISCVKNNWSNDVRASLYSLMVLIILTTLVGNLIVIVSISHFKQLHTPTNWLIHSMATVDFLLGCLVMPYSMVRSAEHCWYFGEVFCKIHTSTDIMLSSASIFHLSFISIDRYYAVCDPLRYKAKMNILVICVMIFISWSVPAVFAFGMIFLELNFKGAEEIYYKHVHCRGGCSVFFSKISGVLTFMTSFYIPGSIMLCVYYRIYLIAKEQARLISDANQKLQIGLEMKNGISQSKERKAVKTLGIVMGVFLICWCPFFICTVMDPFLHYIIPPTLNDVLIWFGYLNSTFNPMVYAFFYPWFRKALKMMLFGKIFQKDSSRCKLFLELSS
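Assay system: CHO-derived RD-HGA16 cells with stable Gα16 and human TAAR1; timing: 17-24 h seeding, 75 min 37 °C dye, 30 min RT; read-out: % activation from peak over basal fluorescence ratio, DMSO-to-PEA scaled; measured by: kinetic Fluo-8 calcium fluorescence; benchmarks: low control DMSO, high control PEA (EC100); doses: 3 µM single concentration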
CHRM1 PAM: human CHRM1 positive allosteric modulation; P11229; CHO-K1 hM1, Fluo-8 calcium fluorescence, ACh EC20; 0% = ACh EC20, 100% = maximal ACh; activation, % at 3 µM; actives 0.088% (n = 360,000); AID 588819; in the data active means activation above about 19%, passing the limit was not always enough
M1 ag: activates human CHRM1 receptor; actives 0.33% (n = 360,000); AID 588814; CHO-K1 hM1, Fluo-8 calcium fluorescence, agonist mode; 0% DMSO, 100% acetylcholine EC100; activation, % at 3 µM; P11229;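 active means activation above the run's mean compound activation plus 3 SD, cut at about 16% in these data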;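 further: peak over basal fluorescence ratio within a 140 s kinetic read after compound addition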
M1 antag: human CHRM1 antagonism; P11229; CHO-K1 hM1, Fluo-8 calcium fluorescence, ACh EC80 antagonist; inhibition, % at 3 µM; actives 1.3% (n = 360,000);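 active means percent inhibition above its own plate's cutoff, namely the mean of that plate's compound wells plus 3 SD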;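 further: peak over basal fluorescence ratio during 140 s after agonist addition; 0% = ACh EC80 plus DMSO and 100% = DMSO alone without agonist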
M4 ag: CHRM4 agonism in calcium assay; AID 624127; actives 0.14% (n = 360,000); activation, % at 3 µM; CHO-K1 hM4/Gqi5, Fluo-8 calcium fluorescence; vehicle 0%, full acetylcholine response 100%;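 active means activation above the run mean over all test wells plus 3 SD, cut at about 32% in these data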;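 further: peak over basal fluorescence ratio per well then scaled between controls; 0% = DMSO wells and 100% = acetylcholine at EC100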
CHRM5 antagonist: blocks acetylcholine activation of human M5 receptor; inhibition, % at 3 µM; AID 624040; CHO-hM5 cells, Fluo-8 calcium fluorescence, ACh EC80; actives 0.59% (n = 360,000);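 active means inhibition above a per-plate cutoff, the mean of that plate's test compounds plus 3 SD, cut at about 27% in these data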;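 further: 0% = acetylcholine EC80 with DMSO and 100% = DMSO without agonist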
* hit, by the source's call; · = not tested or not shown.

| smiles | M5 ag | M4 antag | M5 PAM | TAAR1 agonist | CHRM1 PAM | M1 ag | M1 antag | M4 ag | CHRM5 antagonist |
| --- | --- | --- | --- | --- | --- | --- | --- | --- | --- |
| COC(=O)c1ccccc1NC(=O)N1c2ccccc2Sc2ccccc21 | -2 | 5 | -2 | -1 | -6 | -9 | -1 | -2 | 2 |
| CCCC12CN3CCN(CC(C3)/C1=N\NC(=O)Nc1ccccc1)C2 | -1 | -7 | 5 | 5 | 5 | -6 | -3 | 1 | -7 |
| Cc1cc(NC(=O)CCN2CCN(Cc3ccccc3)CC2)ccc1Br | 3 | -8 | -3 | 25 | 1 | -5 | 0 | 8 | 7 |
| CN(Cc1ccon1)C(=O)CCc1nnc(Cc2ccc(-c3ccccc3)cc2)o1 | 2 | 3 | -3 | 14 | 5 | -5 | 3 | 6 | -6 |
| O=C(O)CCCc1ccccc1 | 0 | -25 | -1 | 1 | 2 | 2 | -19 | 0 | 0 |
| Cc1cccc(C(=O)OC(C)C(=O)Nc2ccc(S(=O)(=O)N3CCCC3)cc2)c1O (stereo unspecified) | -3 | 13 | -28 | 15 | -16 | -5 | 29* | 19 | 17 |
| O=S(=O)(NCc1ccco1)c1cccc2cccnc12 | 0 | 0 | -2 | 1 | 8 | 1 | -33 | 0 | -4 |
| CN1C(=O)/C(=C/C=C2\SCCN2C)OC1=S | -2 | 7 | -2 | 5 | 4 | -2 | -5 | 3 | 6 |
| CSCCC(NC(=O)COc1ccccc1)C(=O)OCC(=O)c1ccccc1 (stereo unspecified) | 1 | -7 | -4 | 3 | -10 | -1 | 25 | 3 | 7 |
| CCOC(=O)c1c(NC(=O)COC(=O)C2CC2C)sc(C)c1C (stereo unspecified) | -3 | -12 | -8 | 3 | -10 | -7 | 3 | -1 | -7 |
| Cc1ccc(S(=O)(=O)N2CCN(C(=O)c3nn(C(C)C)c(=O)c4ccccc34)CC2)cc1C | 0 | 7 | -3 | 7 | -4 | -3 | 3 | 0 | -16 |
| CCN(CC)Cc1c(NC(=O)c2ccccc2)sc(C)c1C | -3 | -6 | 3 | 1 | 6 | -7 | -7 | 1 | -2 |
| Nc1ncnc2c1nc(-c1ccccc1)n2C1OC(CO)C(O)C1O (stereo unspecified) | 1 | -4 | -3 | 3 | 7 | 5 | 4 | 0 | 7 |
| C/C(=N/NC(=O)c1ccc2c(c1)OCO2)c1ccc(NC(=O)C(F)(F)F)cc1 | -3 | 6 | -1 | 4 | 11 | -7 | -6 | 1 | 2 |
| O=C(Nc1ccccc1)Nc1ccc(Nc2ccccc2)cc1 | 7 | 7 | -11 | 21 | 3 | 0 | 4 | 12 | 9 |
| Cc1c(C(C)C)c(=O)n(-c2ccc(S(=O)(=O)NCc3ccccc3)cc2)n1C | 3 | 15 | -12 | 5 | -20 | -6 | 34* | 12 | 20 |
| Cc1ccc(S(=O)(=O)N2CCC(C(=O)Nc3ncccc3O)CC2)cc1 | 0 | -1 | 3 | -1 | 7 | -4 | -8 | 1 | 8 |
| COc1cc2[nH]c(C(=O)N(C)Cc3ccccc3)cc2c(OC)c1OC | 0 | -5 | -6 | 8 | -1 | -4 | 3 | 4 | 10 |
| COc1ccc(NC(=O)CN2CCN(S(=O)(=O)N3CCCCCC3)CC2)cc1 | -2 | -13 | -12 | -2 | 4 | 0 | -7 | 1 | 26 |
| CC1(C(=O)Nc2cnc3ccccc3c2)CCN1Cc1ccccc1OC(F)F (stereo unspecified) | 2 | 7 | -13 | 4 | -13 | -3 | 16 | 13 | 8 |
| COc1ccc(S(=O)(=O)Nc2ccc(N3CCOCC3)cc2)cc1 | -2 | -5 | -5 | 1 | 11 | 1 | -5 | 2 | 20 |
| CCOc1ccc(C(=O)NCc2ccncc2)cc1OCC | -5 | 2 | 1 | 1 | 2 | -2 | -4 | 0 | -3 |
| O=C(COc1cc(F)ccc1[N+](=O)[O-])Nc1ccc2c(c1)OCO2 | 1 | -1 | 3 | 12 | 5 | -1 | -4 | 1 | 2 |
| O=C(N/N=C/c1ccccc1[N+](=O)[O-])c1ccc(COc2ccccc2-c2ccccc2)cc1 | -1 | -5 | -5 | 3 | 2 | -4 | -4 | 2 | -2 |
| CC(=O)Nc1sc2c(c1CN1CCCC1)CCCC2 | -5 | 11 | -4 | -3 | -4 | -4 | 21 | 0 | 8 |
| Cc1ccc(-c2csc3nnc(SCC(=O)N4CCN(Cc5ccccc5)CC4)n23)cc1 | -2 | 3 | 2 | -1 | 6 | -8 | -7 | 1 | 2 |
| CCCC1(C(=O)O)NC(c2ccccc2O)C2C(=O)N(c3cccc(Cl)c3)C(=O)C21 (stereo unspecified) | 1 | 1 | -5 | 1 | 2 | 2 | -1 | 0 | 17 |
| CCCCN(CC)CCCNC(=O)c1cn(CC(C)C)c(=O)c2c1c1ccccc1n2C | -2 | 5 | -2 | 0 | 2 | -2 | -8 | 1 | 11 |
| CCn1c(SC(C)C(=O)Nc2nccs2)nnc1-c1ccncc1 (stereo unspecified) | -4 | 4 | -5 | 0 | 6 | -3 | -11 | 0 | 17 |
| CN1CCN(C(=O)C[C@@H]2C[C@H]3c4cc(NC(=O)c5cccnc5)ccc4O[C@H]3[C@H](CO)O2)CC1 | 0 | -5 | 0 | 7 | 6 | -3 | -10 | 1 | 2 |
| COc1ccc(CCNC(=O)C(=O)NCC2CCCN2S(=O)(=O)c2ccc(OC)cc2)cc1 (stereo unspecified) | 0 | 9 | -28 | 18 | -11 | 1 | 27* | 26 | 22 |
| CN(C)S(=O)(=O)c1cc(NC(=O)Cn2ccsc2=N)ccc1Cl | -7 | 5 | -2 | 0 | 13 | -16 | -2 | 1 | -7 |
| CCNC(=O)N(C)c1c(CC)nc2ccc(C(=O)Nc3cccc(OCC(=O)N(C)C)c3)cn12 | 2 | -3 | -9 | 2 | -13 | -1 | 32* | 0 | 19 |
| CC1CC(C)CN(C(=O)COC(=O)CN2C(=O)c3ccccc3C2=O)C1 (stereo unspecified) | 1 | 12 | 4 | 1 | -2 | -2 | -1 | 2 | 1 |
| O=S1(=O)CC(N2CCCCC2)CN1Cc1cn(Cc2ccc(C(F)(F)F)cc2)nn1 (stereo unspecified) | 3 | -4 | 6 | 12 | · | · | · | 3 | -7 |
| COc1ccc(CN2CCN(CCSc3ccc(C)cc3)CC2)c(OC)c1OC | -1 | 4 | -3 | 2 | -7 | -9 | 2 | 2 | -1 |
| C/C(=N\NC(=O)C1(C)CC1(Br)Br)c1cccc(NC(=O)C2CCC2)c1 (stereo unspecified) | -1 | 6 | -5 | 12 | -5 | -6 | -2 | 3 | 5 |
| CCOn1c(=O)c(-c2ccc(Cl)cc2)[n+]([O-])c2ccccc21 | -9 | -4 | 4 | 2 | 11 | -3 | -16 | 0 | -1 |
| C=CCN(c1ccc(C(N)=O)cc1)S(C)(=O)=O | 0 | 4 | -5 | 8 | 3 | -2 | -2 | 0 | 5 |
| COc1ccccc1N1CCN(C(=O)CSc2ccccc2)CC1 | 0 | 5 | 2 | 7 | 2 | -3 | -4 | 2 | 1 |
| COc1ccc(CCNC(=O)COc2coc(CN3c4ccccc4CC3C)cc2=O)cc1OC (stereo unspecified) | 6 | -6 | -1 | 11 | 5 | 1 | -10 | 9 | 1 |
| Cc1ccc(-c2cc(-c3ccccc3)[nH]c(=S)c2C#N)cc1 | -3 | -1 | 14 | 6 | 5 | -2 | -6 | 0 | -2 |
| CCc1nc2sc3c(c2c(=O)n1CCO)CCC3 | 0 | -1 | -2 | 5 | -3 | 5 | -1 | 0 | 11 |
| NC(=O)C1CCN(c2ccc(C(F)(F)F)cn2)CC1 | -5 | 3 | 0 | 1 | 7 | -3 | -12 | 1 | 3 |
| CC(=O)Nc1ccc(Br)c2ccccc12 | -5 | -8 | -7 | 2 | 2 | -4 | 2 | 1 | 16 |
| Cc1ccc(S(=O)(=O)Oc2cccc(/C=N/n3cnnc3)c2)cc1 | 6 | -7 | 0 | 4 | 3 | 0 | -10 | 7 | 4 |
| CC(C)(C)c1ccc(S(=O)(=O)NC(=O)C2(C)CCN2C(=O)C2(c3ccc(Cl)cc3)CC2)cc1 (stereo unspecified) | 0 | -13 | 3 | 15 | 12 | 6 | -8 | 2 | -14 |
| CCCCCCOc1ccc(/C=N/NC(=O)C2CC2)cc1 | -1 | -2 | 6 | -1 | -1 | 0 | 8 | 1 | -10 |

Fetched one by one from above:
| smiles | M5 ag | M4 antag | M5 PAM | TAAR1 agonist | CHRM1 PAM | M1 ag | M1 antag | M4 ag | CHRM5 antagonist |
| --- | --- | --- | --- | --- | --- | --- | --- | --- | --- |
| CCCCCCOc1ccc(/C=N/NC(=O)C2CC2)cc1 | -1 | -2 | 6 | -1 | -1 | 0 | 8 | 1 | -10 |
| COc1ccc(CCNC(=O)COc2coc(CN3c4ccccc4CC3C)cc2=O)cc1OC (stereo unspecified) | 6 | -6 | -1 | 11 | 5 | 1 | -10 | 9 | 1 |

The results go on.
| smiles | M5 ag | M4 antag | M5 PAM | TAAR1 agonist | CHRM1 PAM | M1 ag | M1 antag | M4 ag | CHRM5 antagonist |
| --- | --- | --- | --- | --- | --- | --- | --- | --- | --- |
| COc1ccc(CN2CC(C(=O)N3CCOCC3)CC2=O)cc1 (stereo unspecified) | 1 | 0 | -1 | -2 | 10 | -1 | -12 | 0 | -1 |
| CCN(Cc1ccncc1)C(=S)Nc1c(C)cccc1C | 0 | 0 | -3 | 3 | -1 | -3 | 5 | 2 | 0 |
| COc1ccc(OC)c(CN2CCN(S(=O)(=O)c3ccc(NC(C)=O)cc3)CC2)c1 | 4 | -10 | -4 | 3 | 10 | -7 | -1 | 2 | -1 |
| CCc1ccc(NS(=O)(=O)c2ccc3[nH]c(=O)[nH]c3c2)cc1 | 3 | -7 | 8 | 8 | 12 | -4 | -10 | 1 | -16 |
| N#CCCCSc1ncccc1-c1nc2ccccc2[nH]1 | -4 | -5 | -6 | 3 | 6 | -7 | -8 | 2 | -6 |
| Cc1ccc(/C=N/N=C2/NC(=O)C(CC(=O)Nc3ccc(Cl)cc3)S2)o1 (stereo unspecified) | 2 | -13 | -3 | 0 | 0 | -6 | 0 | 1 | 6 |
| C[C@@H](NC(=O)c1ncn2c1c(=O)[nH]c1cccnc12)c1ccccc1 | 1 | -7 | -6 | 2 | 10 | -1 | -8 | 1 | 13 |
| CCn1c(NC)cc(=O)n(C)c1=O | -4 | 0 | 5 | 6 | 4 | -2 | -24 | 0 | 7 |
| COCCNC(=O)C(=O)NCC1OCCN1S(=O)(=O)c1ccc2c(c1)OCCO2 (stereo unspecified) | -3 | 9 | 5 | 1 | -3 | -2 | 10 | 0 | 1 |
| COc1ccc(Cn2cnc3c4cc(F)ccc4n(C)c3c2=O)cc1 | -3 | -4 | -8 | 0 | 11 | -4 | -6 | 0 | 17 |
| O=C(c1ccc(F)cc1)N1CCCCC(Sc2nnc3ccccn23)C1=O (stereo unspecified) | -3 | 7 | 0 | 3 | 2 | -8 | 0 | 0 | -2 |
| Cc1ccc(NC(=O)Cn2ncn3c(cc4ccccc43)c2=O)c(C)c1 | -1 | 9 | -4 | -1 | 11 | -1 | -14 | 0 | 16 |
| COc1ccccc1N1CCN(C(=O)c2ccc3c(=O)n4c(nc3c2)CCCCC4)CC1 | 0 | -15 | -4 | 11 | -2 | -5 | 14 | 8 | 10 |

The list is partial. The share of hits here may be higher or lower than overall.
